Assay outcomes as filed in PubChem BioAssay.
Mito fusion act = qHTS Assay for Small Molecule Inhibitors of Mitochondrial Division or Activators of Mitochondrial Fusion; hit rate 0.23% among 320,000; S. cerevisiae fusion-defective mutant growth rescue, CellTiterGlo 48 h; Potency, µM (doses to about 46.1 µM), for the others: at the top dose growth rescue (activation), hits mostly activators;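 also: potency is read from the fitted curve at half-maximal effect; % of control where 0% means no effect; nearly all actives have a fitted effect of over 45% in size; temperature-sensitive fusion mutants such as fzo1-1 at 37 °C on non-fermentable ethanol glycerol medium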
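Temperature-sensitive fusion-defective S. cerevisiae (e.g. fzo1-1, mgm1-5) were grown with compound in YPEG medium (3% ethanol, 3% glycerol) for 48 hours at 37C. Growth rescue was measured as viability by CellTiterGlo luminescence after 10 minutes at ambient.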
S-ASM inh = Inhibitors of Secretory Acid Sphingomyelinase (S-ASM): qHTS; placental ASM, HMU-PC fluorogenic substrate, 60 min; Potency, µM (titrated, usually from 57.5 µM), for inactives: at the highest dose activity change, negative = inhibition, hits mostly inhibitors; hit rate 0.006% among 340,000; also: potency is read from the fitted curve at half-maximal effect
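Fluorescence read-out (Ex 386 nm, Em 447 nm) after stopping the reaction at pH 10. Enzyme: ASM from human placenta; substrate HMU-PC0, 9 uM final; 60 min, 37 °C. Compound preincubation 10 min, ambient temperature.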
USP2a inh = qHTS Assay for Inhibitors of Ubiquitin-specific Protease USP2a Using CHOP2 as the Reporter; Ubiquitin carboxyl-terminal hydrolase 2 (Homo sapiens), O75604; USP2 core, Ub-CHOP2 coupled fluorogenic reporter, 485/531; Potency, µM (top dose mostly 38.3 µM), for the others: at the highest dose activity change, negative = inhibition, hits mostly inhibitors; hit rate 0.01% among 330,000;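 also: potency is read from the fitted curve at half-maximal effect; plate controls were DMSO wells for no effect and full inhibition by NEM control for full effect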
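USP2 core (10nM final) preincubated 30min RT with compound in 20mM Tris-HCl pH 8.0, 2mM CaCl2, 2mM beta-mercaptoethanol, 0.05% CHAPS; 25nM Ub-CHOP2 plus 25nM reporter substrate added, fluorescence (Ex485/Em531) read after 60min.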
BCR signal inh = qHTS Assay to Find Inhibitors of Chronic Active B-Cell Receptor Signaling | hit rate 0.05% among 340,000 | Potency, µM (highest dose often 46.1 µM), for inactives: at the highest dose ratio change, negative = lower green/red ratio, usual class: inhibitors | ABC-DLBCL IkBa-CBG/CBR reporter, luminescence ratio, 4 h; active = well fitted inhibition curve with a large enough effect in the signal ratio, with a control signal flat, not every such curve was filed as active; inconclusive = small, poorly fitted or top-dose-only effect, or effect the other way, or a change in a side signal; the % refers to the signal ratio;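 also: potency is read from the fitted curve at half-maximal effect; plate controls were basal doxycycline-induced cells for no effect and cells given 10 µM MG132 for full effect; MG132 reads +100%, hits lower the ratio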
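Compounds up to 46 uM were incubated four hours with TMD8 cells whose green CBG68 luciferase is fused to IkappaBalpha; red CBR luminescence normalised the signal, and concentration-effect curves were fitted to fusion, red and ratio data.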
Menin MLL FP TR = qHTS Assay for Inhibitors Targeting the Menin-MLL Interaction in MLL Related Leukemias: Competition With Texas Red Labeled MLL-derived Mutant Peptide | Potency, µM (titrated, usually from 61.6 µM), for inactives: at the highest dose FP activity change, negative = inhibition, most hits filed as inhibitors | O00255 | Menin + Texas Red MLL mutant peptide, fluorescence polarization | hit rate 0.23% among 270,000; active = well fitted inhibition curve with a large enough effect in the polarisation, with a control signal flat, not every such curve was filed as active; inconclusive = small, poorly fitted or top-dose-only effect, or effect the other way, or a change in a side signal; inactive = no such curve, though single readings can be large or run the other way; the % refers to the polarisation; also: potency is read from the fitted curve at half-maximal effect; % of control where 0% means no effect; many of its hits are not listed in these tables
PKM2 act = qHTS Assay for Activators of Human Muscle isoform 2 Pyruvate Kinase. hit rate 0.34% among 260,000. Potency, µM (doses to about 57.5 µM), for the others: at the highest dose activation, most hits filed as activators. AID 1631, 2009. Pyruvate kinase PKM (Homo sapiens), P14618. purified PKM2, Kinase-Glo ATP luminescence, activation; response scale: 0% is enzyme alone, no compound; also: potency is read from the fitted curve at half-maximal effect; % is scaled to controls: 0 for no effect and ±100 for the full control effect; nearly all actives have a fitted effect of over 55% in size
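Purified hPK-M2 (>95% pure) converted ADP (0.1 mM final) to ATP with 0.5 mM PEP in 50 mM imidazole pH7.2, KCl, MgCl2, Tween 20, BSA; 1 h at room temperature. ATP detected by Kinase-Glo luminescence.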
MBNL1 CUG block = qHTS Assay for Inhibitors of MBNL1-poly(CUG) RNA binding. TR-FRET MBNL1-His/biotin-(CUG)12 binding, 665/545 ratio. Potency, µM (top dose mostly 57.5 µM), inactives show at the highest dose activity change, negative = inhibition, most hits filed as inhibitors. hit rate 0.036% among 280,000; active = well fitted inhibition curve with a large enough effect in the signal ratio, with a control signal flat, not every such curve was filed as active; inconclusive = small, poorly fitted or top-dose-only effect, or effect the other way, or a change in a side signal; inactive = no such curve, though single readings can be large or run the other way; the % refers to the signal ratio; also: potency is read from the fitted curve at half-maximal effect; % is scaled to controls: 0 for no effect and ±100 for the full control effect
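Compounds (final 92 nM to 58 uM) are added to His-tagged MBNL1 and biotin-(CUG)12, then terbium anti-His antibody and streptavidin-XL665 (5 nM final). After 60 min at room temperature, the 665/545 nm ratio is read.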
Eya2 inh = qHTS Assay for Inhibitors of the Phosphatase Activity of Eya2. Protein phosphatase EYA2 (Homo sapiens), O00167. recombinant Eya2, OMFP fluorescence dephosphorylation (OMFP is methylfluorescein phosphate). Potency, µM (highest dose often 76.9 µM), inactives show at the highest dose activity, negative = inhibition, usual class: inhibitors. hit rate 0.006% among 330,000. AID 488837, 2010; also: potency is read from the fitted curve at half-maximal effect; % is scaled to controls: 0 for no effect and ±100 for the full control effect
Target sequence (O00167 whole entry, looked up): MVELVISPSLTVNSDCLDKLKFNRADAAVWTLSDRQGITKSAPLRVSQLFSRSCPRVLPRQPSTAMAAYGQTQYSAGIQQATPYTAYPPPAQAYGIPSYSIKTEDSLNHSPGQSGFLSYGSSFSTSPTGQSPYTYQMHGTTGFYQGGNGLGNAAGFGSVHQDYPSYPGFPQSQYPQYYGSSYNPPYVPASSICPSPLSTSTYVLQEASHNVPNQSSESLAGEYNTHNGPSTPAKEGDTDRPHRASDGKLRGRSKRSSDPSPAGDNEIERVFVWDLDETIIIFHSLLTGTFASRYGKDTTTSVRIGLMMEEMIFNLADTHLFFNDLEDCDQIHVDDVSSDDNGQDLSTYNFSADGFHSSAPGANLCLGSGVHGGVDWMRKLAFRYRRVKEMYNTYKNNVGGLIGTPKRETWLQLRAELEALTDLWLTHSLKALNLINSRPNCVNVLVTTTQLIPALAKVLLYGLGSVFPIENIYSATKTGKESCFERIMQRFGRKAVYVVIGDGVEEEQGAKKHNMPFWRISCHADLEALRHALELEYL
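Eya2 protein (added as 0.2 uM solution) was preincubated with compound for 10 min at ambient temperature in 50 mM HEPES pH 7.5, 50 mM NaCl, 5 uM MgCl2, 0.05% BSA, 1 mM DTT. OMFP (added at 50 uM) then reacted 10 min; fluorescence read at 485/525 nm.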
hERG WT inh = qHTS for Inhibitors of KCHN2 3.1: Wildtype qHTS; Voltage-gated inwardly rectifying potassium channel KCNH2 (Homo sapiens), Q12809; U2OS, BacMam KCNH2, thallium flux FluxOr; hits give low values; hit rate 0.37% among 340,000; activity change, % at 1.84 µM;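 active = maximum activity change below -70%; inconclusive = maximum activity change between -70% and -50%; inactive = maximum activity change above -50%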; also: % is scaled to controls: 0 for no effect and ±100 for the full control effect
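U2OS cells were transduced with wild-type KCNH2 virus (2.03 x 10^8 / mL) for 4 h at room temperature, then cultured overnight at 37 C. Thallium flux was read with FluxOr dye. Rate constants were normalized to DMSO controls.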
TSHR antag = Antagonists of the Thyroid Stimulating Hormone Receptor: HTS campaign; activity change, negative = inhibition, % at 11.5 µM; hit rate 0.2% among 330,000; AID 504810, 2011; Thyrotropin receptor (Homo sapiens), P16473; TSHR-expressing cells, TSH-stimulated cAMP HTRF, 2 h; hits give low values;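 active = activity change below a set negative limit, meaning inhibition stronger than a set level, cut at about -70% in these data; inconclusive = activity change between two set negative limits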; also: % is scaled to controls: 0 for no effect and ±100 for the full control effect
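Freshly harvested TSHR cells receive pin-tooled compound, then EC80 TSH at 4nM final. After 2 hours at 37 deg C, antibody in lysis buffer and cAMP-d2 are added; 30 minutes at ambient temperature precede the HTRF read.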
GALK inhibitor = qHTS Assay for Inhibitors of Human Galactokinase (GALK); Potency, µM (highest dose often 57.5 µM), for the others: at the top dose activity change, negative = inhibition, hits mostly inhibitors; AID 1868, 2009; hit rate 0.007% among 270,000; Purified GALK, Kinase-Glo residual ATP luminescence; also: potency is read from the fitted curve at half-maximal effect; % is scaled to controls: 0 for no effect and ±100 for the full control effect
Target sequence (P51570 whole entry, looked up): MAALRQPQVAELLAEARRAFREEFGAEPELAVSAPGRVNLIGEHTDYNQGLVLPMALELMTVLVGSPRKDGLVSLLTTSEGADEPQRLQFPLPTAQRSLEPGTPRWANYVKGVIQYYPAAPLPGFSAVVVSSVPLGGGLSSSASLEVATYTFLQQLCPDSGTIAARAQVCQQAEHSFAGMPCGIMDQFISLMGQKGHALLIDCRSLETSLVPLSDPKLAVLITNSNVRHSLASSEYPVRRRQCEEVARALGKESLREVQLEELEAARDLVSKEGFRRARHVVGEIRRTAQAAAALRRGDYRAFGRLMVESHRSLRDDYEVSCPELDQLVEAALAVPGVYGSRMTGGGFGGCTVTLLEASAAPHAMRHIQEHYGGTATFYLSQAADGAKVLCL
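Luminescence from leftover ATP (Ultra-Glo luciferase/luciferin) served as read-out after a 1 h room-temperature reaction of 5 nM GALK with 35 uM ATP and 100 uM galactose.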
Starred values were filed as active, the others as inactive; ? = inconclusive; · = not tested or not shown; [ ] = another dose, or the depositor's remark. Unless noted, calls follow the shape of the dose curve; as a rule, active = well fitted curve in the direction sought with a large enough effect; inconclusive = small, poorly fitted or top-dose-only effect, or another doubt; inactive = no such curve, though single readings can be large; an effect the other way counts as inactive or inconclusive. Not all compounds are listed (hit frequency here may not be typical).

canonical_smiles	Mito fusion act	S-ASM inh	USP2a inh	BCR signal inh	Menin MLL FP TR	PKM2 act	MBNL1 CUG block	Eya2 inh	hERG WT inh	TSHR antag	GALK inhibitor
Cc1ccc(OCC(=O)Nc2ccc(N3CCOCC3)cc2)c([N+](=O)[O-])n1	-4%	-1%	3%	0%	6%	-1%	·	-6%	-2	2	9%
CCOc1ccc(S(=O)(=O)NCc2cccnc2)cc1	-4%	1%	-1%	3%	14%	·	-1%	1%	4	-3	-1%
C=CCC1C=CCC(CC=C)N1C(=O)c1ccccc1[N+](=O)[O-] (configuration not stated)	13%	-1%	-1%	1%	-8%	-5%	·	-11%	16	-12	1%
COc1ccc(NS(=O)(=O)c2ccc(N3CCCC3=O)cc2)cn1	-10%	0%	0%	?	-7%	-2%	·	-15%	-7	-8	1%
CC1(C)C(CO)=CC(=O)C2=C1SCC(=O)N2	-1%	11%	3%	0%	-3%	0%	11%	3%	-1	5	·
Cc1cc2c(NC3CCCCC3)ncnc2s1	-7%	3%	1%	-22%	-7%	-7%	-3%	4%	-31	-2	0%
O=C1C=C(c2ccc(Cl)c(C(F)(F)F)c2)C[C@@H](c2ccc3c(c2)OCO3)C1	-5%	-11%	1%	-1%	·	·	·	-18%	16	19	·
O=C1OC2(CCCCC2)CC2=C1C1O[C@](CCCCN3C(=O)c4ccccc4C3=O)(Cc3ccccc31)O2	1%[9.22 µM]	·	-1%[7.66 µM]	13%[9.22 µM]	-23%[11.7 µM]	0%[11.5 µM]	-3%[11.5 µM]	9%[15.4 µM]	·	·	·
Cc1cc2ccccn2c1C(=O)c1cccc([N+](=O)[O-])c1	-6%	-9%	0%	-1%	-12%	1%	?	6%	-3	-7	0%
Cc1ccccc1NC(=O)COC(=O)C1CC2CCCC(C1)C2=O (configuration not stated)	3%	10%	-2%	-6%	·	·	·	3%	-2	43	·
O=C(O)c1ccccc1C(=O)Nc1ccc(-n2ccc(C(F)(F)F)n2)cc1	0%	4%	3%	-14%	·	-5%	3%	5%	-6	-3	13%
CCN1CCN(c2ccc(Cl)cc2NC(=O)c2ccc(-n3nc(C)cc3C)cc2)CC1	-11%	-3%	1%	-3%	·	·	·	-14%	10	-3	·
Cc1nc2ccccc2nc1CN1CCC(CO)(CC2CCCCO2)CC1 (configuration not stated)	0%	9%	1%	0%	-6%	-1%	5%	1%	12	3	-3%
CC[n+]1ccc(C)c2cc(SC(F)(F)F)ccc21	1%	1%	5%	-14%	-6%	-8%	?	0%	2	-15	8%
COC(=O)c1ccc(NC(=S)NCCCN2CCCC2=O)cc1	2%	3%	3%	0%	-3%	0%	-8%	-8%	3	0	2%
O=C(CCC(=O)OCC(F)(F)C(F)F)Nc1ccc(F)cc1F	-2%	4%	-3%	0%	8%	-1%	7%	4%	-1	7	1%

Three compounds already listed, sorted by their value in TSHR antag, lowest first:
structure	S-ASM inh	USP2a inh	Menin MLL FP TR	PKM2 act	MBNL1 CUG block	Eya2 inh	TSHR antag	GALK inhibitor
CC[n+]1ccc(C)c2cc(SC(F)(F)F)ccc21	1%	5%	-6%	-8%	?	0%	-15	8%
COc1ccc(NS(=O)(=O)c2ccc(N3CCCC3=O)cc2)cn1	0%	0%	-7%	-2%	·	-15%	-8	1%
Cc1ccccc1NC(=O)COC(=O)C1CC2CCCC(C1)C2=O (configuration not stated)	10%	-2%	·	·	·	3%	43	·

One compound at a time, as listed above. Screens in order: Mito fusion act, S-ASM inh, USP2a inh, BCR signal inh, Menin MLL FP TR, PKM2 act, MBNL1 CUG block, Eya2 inh, hERG WT inh, TSHR antag, GALK inhibitor
Profile of CCOc1ccc(S(=O)(=O)NCc2cccnc2)cc1 = -4%, 1%, -1%, 3%, 14%, ·, -1%, 1%, 4, -3, -1%
Profile of Cc1nc2ccccc2nc1CN1CCC(CO)(CC2CCCCO2)CC1 (configuration not stated) = 0%, 9%, 1%, 0%, -6%, -1%, 5%, 1%, 12, 3, -3%

Some values from the results shown.
O=C(CCC(=O)OCC(F)(F)C(F)F)Nc1ccc(F)cc1F in GALK inhibitor: 1%
COC(=O)c1ccc(NC(=S)NCCCN2CCCC2=O)cc1 in USP2a inh: 3%
Cc1nc2ccccc2nc1CN1CCC(CO)(CC2CCCCO2)CC1 (configuration not stated) in TSHR antag: 3
